Assay outcomes (PubChem BioAssay)
GSK3beta inhib = blocks human GSK3beta kinase activity; GST-GSK3beta kinase, ADP-Glo luminescence, 60 min; hits give low values; activity score (negative = inhibition), % at 10 µM; 300,000 compounds, 0.038% hits; P49841;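 active = more than half of replicate wells score below -50%, meaning over 50% inhibition versus plate controls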;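 also: 0% = median DMSO wells and -100% = median GW8510 positive control wells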
Target sequence (P49841 whole entry, looked up): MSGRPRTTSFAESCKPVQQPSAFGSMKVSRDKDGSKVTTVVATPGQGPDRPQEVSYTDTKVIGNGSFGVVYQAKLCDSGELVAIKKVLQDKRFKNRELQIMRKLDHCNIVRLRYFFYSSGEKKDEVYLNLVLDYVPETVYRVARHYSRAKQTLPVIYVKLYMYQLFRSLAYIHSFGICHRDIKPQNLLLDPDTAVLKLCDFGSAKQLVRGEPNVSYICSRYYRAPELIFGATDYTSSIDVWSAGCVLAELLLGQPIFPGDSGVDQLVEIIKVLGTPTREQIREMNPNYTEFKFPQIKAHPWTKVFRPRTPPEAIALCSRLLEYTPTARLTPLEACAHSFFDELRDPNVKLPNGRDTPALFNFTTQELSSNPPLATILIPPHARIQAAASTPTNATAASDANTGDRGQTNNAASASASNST
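Test system – GST-tagged human GSK3beta kinase, cell-free · Incubation – 60 min enzyme reaction, room temperature · Signal – ADP-Glo luminescence · Also added – peptide substrate and ATP at 25 µM · Controls – DMSO neutral wells and GW8510 at 20 µM as positive · Buffer or medium – Tris/MgCl2 kinase buffer · Measure – Luminescence-derived activity versus plate DMSO and GW8510 wells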
KLF5 inh = inhibitors of KLF5 expression; DLD-1 KLF5 promoter-luciferase reporter, luminescence; inhibition, % at 5 µM; 290,000 compounds, 0.23% hits; AID 1700;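 active = inhibition above a per-plate limit of that plate's mean compound inhibition plus 3 SD, cut at about 60% in these data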;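 also: 0% = DMSO wells and 100% = LY294002 at 200 µM; higher means less KLF5 promoter-driven luciferase light; inactives centre near -14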
AI-2 QS mod = modulates the Vibrio harveyi AI-2 quorum sensing system; Vibrio harveyi JMH597 AI-2 luminescence/OD600 ratio, 9 h; hits give low values; strain lacks LuxN and CqsS sensors; 0 = neutral-control median; 300,000 compounds, 0.4% hits; activity change, % at 7.5 µM; in the data active = activity change below about -75%, passing the limit was not always enough;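 also: luminescence divided by OD600 gain over 9 h not by final OD600 alone; inactives centre near 13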
aSyn 5UTR inh = 5' untranslated region of α-synuclein, MLPCN primary screen; AID 1813; inhibition, % (tested at 7.5 µM); 300,000 compounds, 0.82% hits; alpha-synuclein 5'UTR reporter, inhibitor activity; in the data active = inhibition above about 60%;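 also: H4 neuroglioblastoma cells stably carrying SNCA 5'UTR luciferase fusion; 0% = DMSO wells and 100% = positive control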
IEC-6 cytotox = IEC-6 cytotoxicity, counter-screen for KLF5 inhibitors | luminescence viability | inhibition, % at 5 µM | 290,000 compounds, 0.78% hits | AID 1825; in the data active = inhibition above about 22%;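 also: 0% = plate median of test compound wells and 100% = cytotoxic reference compound wells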
HSF1 inhib = HSF1 inhibition; NIH3T3-HGL HSE-luciferase, MG132-induced, luminescence 8 h; hits give low values; 300,000 compounds, 0.77% hits; activity change, negative = inhibition, % at 7.5 µM (by protocol);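 active = more than half of replicate wells show activity change below -50%, luminescence cut by over half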;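 also: luciferase reports HSF-1 transcriptional activity via heat shock element; 0% = median of DMSO wells and -100% = zero luminescence signal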
HSP90 inh = HSP90 refolding inhibition in rabbit reticulocyte lysate. inhibition, % at 5.6 µM. luciferase refolding luminescence, 3 h. 290,000 compounds, 0.91% hits. AID 1789;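 active = inhibition above the screen-wide mean plus 3 SD, computed separately per campaign, cut at about 16% in these data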;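 also: 0% = DMSO wells and 100% = 60 µM geldanamycin wells; inhibitors lower the luminescence because luciferase stays unfolded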
GSK3 alpha inh = blocks human GSK-3 alpha kinase | P49840 | ADP-Glo luminescence, 60 min | inhibition, % at 10 µM | 320,000 compounds, 0.1% hits | AID 2650;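 in the data active = inhibition above about 50%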;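 also: GST-tagged GSK-3 alpha with peptide substrate and 25 µM ATP; 0% = DMSO neutral wells and 100% = GW8510 positive control wells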
Target sequence (P49840 whole entry, looked up): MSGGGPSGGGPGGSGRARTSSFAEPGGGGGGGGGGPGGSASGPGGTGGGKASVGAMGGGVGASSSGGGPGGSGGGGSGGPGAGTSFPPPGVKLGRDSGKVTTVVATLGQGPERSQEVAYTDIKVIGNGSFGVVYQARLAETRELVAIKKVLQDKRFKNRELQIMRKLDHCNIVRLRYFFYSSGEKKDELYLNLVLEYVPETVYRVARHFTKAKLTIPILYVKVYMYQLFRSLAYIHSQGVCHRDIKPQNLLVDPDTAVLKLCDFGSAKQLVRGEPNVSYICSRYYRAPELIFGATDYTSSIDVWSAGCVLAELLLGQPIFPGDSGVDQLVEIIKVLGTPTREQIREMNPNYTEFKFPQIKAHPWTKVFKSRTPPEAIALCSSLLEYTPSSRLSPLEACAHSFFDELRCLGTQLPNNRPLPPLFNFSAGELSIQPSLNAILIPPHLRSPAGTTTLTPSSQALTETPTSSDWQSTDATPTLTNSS
PolyA inh = yeast polyadenylation inhibition; S. cerevisiae SKY197-pL101 polyadenylation reporter, beta-gal luminescence; efflux-impaired pdr1/pdr3 knockout yeast; score 100 = 6 SD above DMSO; calls only at 12 µM; 300,000 compounds, 0.02% hits; AID 1875;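 active = lowest replicate activity score at least 50, where 100 means six control SD above control mean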;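 also: yeast exposed to compound for 9 h at 30 °C; higher score means more reporter readthrough which indicates perturbed polyadenylation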
HSF1 activator = increases HSF-1 driven luciferase reporter signal. NIH3T3-HGL HSF-1 luciferase reporter, MG132, 8 h; 100% = twice DMSO control signal. activation, % at 9 µM. 300,000 compounds, 1.7% hits. AID 504408;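 active = mean replicate activation of at least 50% with a set share of replicates each reaching 50%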;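 also: 0% = median of the neutral control wells and 100% = twice that signal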
Numbers without * were called inactive; i = inactive; nt = no result given.

SMILES	GSK3beta inhib	KLF5 inh	AI-2 QS mod	aSyn 5UTR inh	IEC-6 cytotox	HSF1 inhib	HSP90 inh	GSK3 alpha inh	PolyA inh	HSF1 activator
CCSc1nc2ccccc2n1CC(=O)O	5	-31	14	-17	-1	-5	1	-2	i	-2
O=C(NCC1CCN(C(=O)c2ccc([N+](=O)[O-])cc2)CC1)C(=O)Nc1ccccc1	-1	11	12	-21	-3	0	-2	-2	i	5
COc1ccc(/C(N)=N/OC(=O)Cc2ccccc2OC)cc1	1	-10	3	-27	-1	14	-1	0	i	40
CC(C)(C)OC(=O)N[C@@H](COCc1ccccc1)C(=O)N[C@@H](CO)[C@H](O)[C@@H]1C[C@@H]1C(=O)NC1CC1	-3	-19	2	-3	-4	-5	-6	5	i	-3
O=C(Nc1ccnn1C1CCN(Cc2cccc(OCCO)c2)CC1)c1cccc(F)c1	-1	-1	31	-14	-7	3	-2	-1	i	3
COCCOc1ccc(C(F)(F)F)cc1NC(=O)c1ccccc1F	1	-4	15	-31	-1	-10	1	-2	i	-18
O=C(CSc1nc2ccccc2s1)NCc1ccc2c(c1)OCO2	2	-15	7	-16	-6	-6	-2	1	i	16
CCCCCCCNC(=O)C1(CC2CC(c3cccc(Br)c3)=NO2)CCN(C(=O)OC(C)(C)C)CC1 (centres undefined)	1	-27	15	15	1	-2	-7	-3	i	10
O=C(N/N=C/c1ccc[nH]1)c1ccc(Cl)cc1	-2	-47	3	-121	-6	12	-5	-1	i	8
COc1ccccc1-c1nn2c(=O)cc(C)nc2s1	-2	-20	21	-72	-2	-1	-4	4	i	9
CCc1nc(C)cn1S(=O)(=O)c1ccc(Br)cc1	0	-29	7	1	1	-6	0	-1	i	3
O=C(CNCc1cccs1)Nc1ccc(S(=O)(=O)N2CCCCC2)cc1	1	-13	36	-22	1	2	-1	-1	i	9
COc1cc(-c2nc(-c3cccnc3)no2)cc(OC)c1OC	-1	-4	5	-30	7	3	-1	-1	i	-6
CN1CCN(Cc2nc(Cc3ccccc3)no2)CC1c1ccccc1 (centres undefined)	6	-8	17	-22	0	-4	-1	4	i	5
COc1ccc(CN(CC2CCCO2)S(=O)(=O)c2ccc(C(=O)O)cc2)cc1OC (centres undefined)	1	1	20	-13	-5	-15	-4	-3	i	25
O=C(O)c1ccccc1C(=O)Nc1ccc(Oc2ccc3ccccc3c2)cc1	5	-28	21	23	14	-3	-1	6	i	3
Cc1cc(C)n(C(=O)CNC(=O)c2ccccc2F)n1	-2	-15	10	25	5	6	-1	-1	i	11
O=C1NC(=O)C2C1C(c1cccs1)NN2Cc1ccccc1 (centres undefined)	1	-36	46	-10	-1	-4	2	-7	i	-1
O=C(COc1ncnc2scc(-c3ccc(F)cc3)c12)NCc1ccco1	3	-13	-5	-4	3	-3	2	1	i	11
COc1ccc(C2N(C(=O)c3ccccc3)CCN2C(=O)c2ccc(C)cc2)cc1 (centres undefined)	-1	-21	18	17	-4	1	0	-3	i	19
C/C(=N\NC(=O)c1c(C)nc2ccccn12)c1ccccc1F	3	-34	4	-20	-4	-1	0	0	i	6
Cc1occc1C(=O)Nc1cccc([N+](=O)[O-])c1	-4	-5	2	-11	4	-1	0	0	i	-18
O=C(NCc1cccnc1)c1csc2c1CCCC2	2	-11	18	-6	0	-4	2	-2	i	-5
COc1ccccc1N1CCN(Cc2cc(=O)c(OCC#N)co2)CC1	0	-12	22	-14	2	-2	0	9	i	-11
CN1C(=O)N(C)C2(c3ccccc3)N(C(C)(C)C)C(=O)NC12c1ccccc1 (centres undefined)	-2	8	11	-11	-6	-1	0	-1	i	5

Fetched by compound from the entries so far:
SMILES	GSK3beta inhib	KLF5 inh	AI-2 QS mod	aSyn 5UTR inh	IEC-6 cytotox	HSF1 inhib	HSP90 inh	GSK3 alpha inh	PolyA inh	HSF1 activator
CCCCCCCNC(=O)C1(CC2CC(c3cccc(Br)c3)=NO2)CCN(C(=O)OC(C)(C)C)CC1 (centres undefined)	1	-27	15	15	1	-2	-7	-3	i	10
O=C1NC(=O)C2C1C(c1cccs1)NN2Cc1ccccc1 (centres undefined)	1	-36	46	-10	-1	-4	2	-7	i	-1
Cc1occc1C(=O)Nc1cccc([N+](=O)[O-])c1	-4	-5	2	-11	4	-1	0	0	i	-18
Cc1cc(C)n(C(=O)CNC(=O)c2ccccc2F)n1	-2	-15	10	25	5	6	-1	-1	i	11

New compounds follow.
SMILES	GSK3beta inhib	KLF5 inh	AI-2 QS mod	aSyn 5UTR inh	IEC-6 cytotox	HSF1 inhib	HSP90 inh	GSK3 alpha inh	PolyA inh	HSF1 activator
CCn1c(=O)n(CC)c2cc(NC(=O)C(C)c3ccccc3)c(Br)cc21 (centres undefined)	-3	-36	22	4	0	2	-2	10	i	20
O=C(CN1CCN(S(=O)(=O)/C=C/c2ccccc2)CC1)NCC(F)(F)F	5	-9	16	-15	-4	6	1	-1	i	-8
Cc1ccc(S(=O)(=O)N(C)C)cc1NC(=O)c1ccc2ccccc2n1	3	-1	20	-23	0	14	1	1	i	33
CC(C)(C)C(=O)Cn1c(=N)n(Cc2ccccc2Cl)c2ccccc21	3	-11	26	-3	-2	3	2	1	i	-5
Cc1ccc(Oc2ccccc2)c(NC=O)c1	0	-19	-4	14	0	-1	-2	0	i	6
Cc1ccc(-c2ccc(C#N)c(=O)n2CC(=O)N(C)C)cc1	-2	-36	15	33	6	3	1	-1	i	32
CN1CCN(C(=S)c2cn(CCOc3ccccc3)c3ccccc23)CC1	3	-2	8	-29	2	-1	1	-4	i	24
CC/C(=N/N=C(/CC)c1ccc(O)cc1)c1ccc(O)cc1	3	nt	16	2	nt	0	nt	-4	i	-20
COc1cc2c(cc1OC)-c1cc(Nc3ccc(C)cc3)nc(=O)n1CC2	-2	-32	33	47	-4	-6	-3	-1	i	3
CCc1ccccc1N1CCN(S(=O)(=O)c2ccc(F)c(C)c2)CC1	-1	-39	12	-4	-3	4	-1	0	nt	11
O=C(COc1ccc(Cl)cc1)NCc1ccc(F)cc1	2	-43	-35	-12	4	1	-1	0	i	7
CC1(c2nnc(Cc3ccccc3)o2)CC(c2ccc(Cl)cc2)=NO1 (centres undefined)	4	nt	27	0	nt	-2	nt	-5	i	7
Cc1ccc(O)c(NC(=O)c2ccco2)c1	0	-13	15	-66	4	-14	-1	-2	i	-11
COCC1CCN(Cc2nc(COc3ccccc3)no2)C1 (centres undefined)	3	-71	17	-10	-5	-5	-1	0	i	-6
CN1CCN(c2ccc([N+](=O)[O-])cc2C(=O)N2CCCCC2)CC1	-2	-17	31	11	-4	-3	0	7	i	5
Fc1cccc(/C=N/Nc2ccc(Cl)nn2)c1	2	-65	13	-116	5	6	1	-1	i	38
O=C(CSc1nnc(-c2ccc(Cl)cc2)n1Cc1ccco1)Nc1ccc2c(c1)OCCO2	0	4	34	9	-2	4	-2	4	i	29
CC(C)c1ccc(N(CCc2ccccn2)C(=O)C(C)(C)C)cc1	2	nt	-10	-14	nt	2	nt	-4	i	-10
Cc1c(C(=O)OC(C)CCN(C)C)oc2ccccc12 (centres undefined)	-3	-16	15	-11	3	29	-2	-2	i	38
C=CCNC(=O)c1ccc(-c2nc(-c3ccc(Cl)c(Cl)c3)cs2)cc1	1	-7	9	9	9	-14	0	-2	i	-3
CC(C(=O)NCc1ccccc1)N1C(=O)CN(C)C(=O)c2ccccc21 (centres undefined)	1	9	19	-1	-5	0	5	2	i	-20
CN1C(=O)c2ccccc2N(C)C1c1cccc(O)c1 (centres undefined)	-1	-5	5	2	5	-1	1	3	i	-7
CCc1cccc(C)c1NC(=O)C1=C(C(=O)O)CCCC1	-3	-9	35	-33	0	-11	2	0	i	-7
Cc1ccc(N2C(=O)CC(Sc3ncccc3C(=O)O)C2=O)cc1 (centres undefined)	1	-7	15	25	-4	-5	1	0	i	-6
COC(=O)c1cc(C)sc1NC(=O)c1cccnc1	1	-11	24	-23	-1	0	3	0	i	-14
The listing continues.
SMILES	GSK3beta inhib	KLF5 inh	AI-2 QS mod	aSyn 5UTR inh	IEC-6 cytotox	HSF1 inhib	HSP90 inh	GSK3 alpha inh	PolyA inh	HSF1 activator
O=C(CN1C(=O)C2C3C=CC(C4CC34)C2C1=O)OCC(=O)c1ccccc1 (centres undefined)	0	-1	23	15	6	-3	-4	0	i	0
Cc1ccc(-n2c(=S)sc3c(=O)n(-c4ccccc4F)c(SCC(=O)O)nc32)cc1C	6	-37	24	-3	0	-5	-7	-9	i	1
O=C(O)c1ccc(-n2cccn2)nc1	-1	-26	3	-2	-3	-6	3	-3	i	-13
O=C(NCCN1CCOCC1)C1CCC(CNS(=O)(=O)c2ccc(Cl)cc2)CC1 (centres undefined)	-2	1	14	16	2	2	3	-1	i	-6
CN(Cc1ccccc1)C(=O)CCC1CCN(C(=O)CCC(F)(F)F)CC1	1	-81	10	-49	-11	12	-6	5	i	38
Cc1nnc(Nc2ccc(Cl)cc2)n(N)c1=O	1	-3	-2	5	-2	10	-2	-1	i	49
Cc1noc(/C=C/c2cccs2)c1S(=O)(=O)N1CCC(C(=O)NCCCN2CCCC(C)C2)CC1 (centres undefined)	1	-38	13	-19	2	3	0	2	i	1
COc1ccccc1-c1csc(Cc2nnc3n2CCCCC3)n1	-5	-52	1	20	5	-1	1	-2	i	0
CCOC(=O)c1ccc(NC(=O)C(=O)NCC2CCCO2)cc1 (centres undefined)	0	-23	24	0	-2	1	2	-1	i	17
COC(=O)Nc1nc(C)c(C(=O)c2ccccc2)s1	1	-12	20	-105	4	5	4	nt	i	20
Cc1cccc(C(=O)O/N=C(\N)CS(=O)(=O)c2ccccc2)c1	0	-17	21	-3	8	2	0	-1	i	13
O=C(Nc1ccccc1-c1ccccc1)C(c1ccccc1)c1ccccc1	2	-23	26	3	10	-1	2	-2	i	2
C(=N\Nc1nc2ccccc2[nH]1)/c1cccc2nccnc12	3	27	-4	67*	12	58	2	-1	i	64*
c1cncc(C2OCC3(CO2)COC(c2cccnc2)OC3)c1 (centres undefined)	-4	-25	30	-5	0	1	2	-1	nt	-9
O=C(N/N=C/c1ccco1)/C(=C/c1cccc([N+](=O)[O-])c1)NC(=O)c1ccccc1	0	-14	28	-27	3	-14	-3	-2	i	-7
C#CC(C)(C)NC(=S)NC1CC2C=CC1C2 (centres undefined)	-1	-25	14	-51	-2	-9	-6	-2	i	-12
CCOC(=O)CN1C(=O)C(O)=C(C(C)=O)C1c1ccc(F)cc1 (centres undefined)	1	-18	21	-5	-5	1	1	-1	i	1
COC(=O)C1(CO)NC(c2cccs2)C2C(=O)N(c3ccccc3)C(=O)C21 (centres undefined)	-1	-5	7	-11	4	6	0	-2	i	21
O=C(NCNC(=O)c1ccccc1)c1ccccc1	-3	1	15	13	4	-6	4	1	i	5
C=CCOc1ccc(C2C(C(=O)c3ccco3)=C(O)C(=O)N2c2nnc(C)s2)cc1 (centres undefined)	-1	-33	18	-12	-4	4	-5	-3	i	11
Oc1cccc(C(=S)N2CCCCC2)c1	1	15	11	-24	-5	-7	2	0	i	-6

Not all compounds are listed, so the mix of outcomes need not match the whole.
